Screening data: PubChem BioAssay, several laboratories
Siah-1 displacement: Siah-1 peptide-binding antagonists, primary screen, biochemical, fluorescence polarization, rhodamine-plectin, uHTS (AID 1817). E3 ubiquitin-protein ligase SIAH1 (Homo sapiens). 0.02% of 290,000 active. displacement, % at 20 µM; hits with a dose series show IC50 in µM. Siah-1 / rhodamine-plectin peptide fluorescence polarization; higher % means a stronger effect;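 active = displacement of at least 50% at 20 µM, with a fluorescence ratio check between 0.3 and a set limit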;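 also: plate controls were Siah plus tracer with DMSO for no effect and tracer alone without Siah for full effect; strong numbers were not always called active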
HIV fusion peptide: inhibitors of HIV fusion peptide binding, primary screen, biochemical, uHTS, fluorescence dequenching (AID 1986); cell-free peptide binding, fluorescence dequenching, 30 min; higher % means a stronger effect; inhibition, % at 20 µM, or IC50 in µM where a hit was titrated; 0.3% of 290,000 active; in the data active = inhibition mostly above about 52%, no sharp cut-off; inactive = mostly below about 76%; also: some results filed as inactive read as strong as hits
HEK293 NOD2/NF-kB: NOD2 signaling inhibitors, cell-based, luminescence, uHTS, HEK293 (AID 1566); inhibition, % at 4 µM, or EC50 in µM where a hit was titrated; 0.63% of 290,000 active; HEK293 NOD2/NF-kB luciferase reporter, luminescence; higher % means a stronger effect; also: many of its hits are not listed in these tables
AID2073: inhibitors of Mint1-CaV2.2 protein interaction, biochemical, HTRF (AID 2073); HTRF protein-protein interaction, Mint1-CaV2.2; higher % means a stronger effect; inhibition, % at 20 µM, or IC50 in µM where a hit was titrated; 0.19% of 290,000 active; in the data active = inhibition mostly above about 51%, no sharp cut-off; also: some results filed as inactive read as strong as hits
XIAP displacement: XIAP antagonists, biochemical, IAP family, fluorescence polarization (AID 1018); displacement, % at 20 µM; hits with a dose series show IC50 in µM; XIAP BIR domain, fluorescence polarization peptide displacement; higher % means a stronger effect; 0.007% of 200,000 active; in the data active = displacement above about 50%; also: a part of the inactive calls stands beside numbers as strong as those of hits
Lipid droplet: inhibitors of hepatocyte lipid droplet formation, primary screen, imaging, high-throughput imaging, BODIPY stain; AML12 mouse hepatocytes, oleate lipid droplets; inhibition, % at 6.5 µM; 0.4% of 240,000 active; AID 1656, 2009;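 active = lipid droplet intensity inhibited by at least 50%, with more than 500 cells counted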
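Test system: AML12 hepatocytes (mouse); reagent: oleate loading, 100 µM; dosing: one dose, 6.5 µM compound; incubation: overnight exposure; signal: fluorescence imaging, 20x objective, two fields per well; read-out basis: % inhibition of corrected integrated BODIPY droplet signal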
NS5 inhibitors: Dengue-2 NS5 methyltransferase inhibitors, primary screen, biochemical, confirmation dose response (AID 588689) | Dengue-2 NS5 methyltransferase capping enzyme assay, biochemical; higher % means a stronger effect | one-dose inhibition, % at 25 µM; IC50 in µM for titrated hits | 0.3% of 340,000 active | Genome polyprotein (Dengue virus type 2 (strain 16681-PDK53)); in the data active = a potency from the dose series
Myeloid diff 2: induction of myeloid progenitor differentiation, primary screen, cell-based, flow cytometry, MLPCN library | 1% of 360,000 active | ER-HoxA9 myeloid progenitors, lysozyme-GFP differentiation | calls only at 10 µM;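 active = normalized GFP-positive differentiation at or above the plate's own cutoff, the solvent-only control mean plus 3 SD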;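 also: cells exposed to compound for four days before flow analysis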
LYP phosphatase: inhibitors of LYP phosphatase, biochemical, fluorescence intensity, uHTS (AID 1779); recombinant LYP phosphatase, fluorescence intensity; higher % means a stronger effect; inhibition, % at 11.5 µM, or IC50 in µM where a hit was titrated; 0.054% of 290,000 active; Tyrosine-protein phosphatase non-receptor type 22 (Homo sapiens);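 also: plate controls were vehicle with enzyme for no effect and no enzyme for full effect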
Lipid droplet cells 6.5 µM: second read-out of Lipid droplet, no call of its own (marks repeat the call); cell count; measured here: cell count, cytotoxicity flag;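 cells counted across two imaged fields per well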
NS5 inhibitors pilot replicate: further read-out of NS5 inhibitors, marked with its call; inhibition, %; measured here: pilot screen replicate inhibition
Myeloid diff 2 GFP+ MAC1+ %: further read-out of Myeloid diff 2, marked with its call; GFP+ MAC1+ double positive, %; measured here: differentiation confirmed by MAC1 staining
Starred values were filed as active, the others as inactive; i = inactive; . = no result given. Rule as the data show it, unless noted: active = inhibition above about 50%; inactive = the rest. A portion of the library (hit frequency here may not be typical).

The first 3 records, to show the layout:
SMILES	Siah-1 displacement	HIV fusion peptide	HEK293 NOD2/NF-kB	AID2073	XIAP displacement	Lipid droplet	Lipid droplet cells 6.5 µM	NS5 inhibitors	Myeloid diff 2	Myeloid diff 2 GFP+ MAC1+ %	LYP phosphatase	others
CCOc1cccc2sc(N(CCN(CC)CC)C(=O)c3cccc([N+](=O)[O-])c3)nc12	2%	2.5%	0%	-1%	-6.1%	-5	750	-2%	i	0.4	0%
COc1ccc(C(=O)Nc2ccc(N3CCN(c4ccc(OC)cc4)CC3)c(C#N)c2)cc1	-4%	-2.2%	12%	-2%	2.6%	18	739	-8%	i	1.1	-6%
CCOc1ccc(-c2csc(NC(=O)C3CCCO3)n2)cc1 (configuration not stated)	6%	-0.6%	-19%	4%	-4.9%	15	735	2%	i	0.6	4%

This part in full, from the start:
SMILES	Siah-1 displacement	HIV fusion peptide	HEK293 NOD2/NF-kB	AID2073	XIAP displacement	Lipid droplet	Lipid droplet cells 6.5 µM	NS5 inhibitors	Myeloid diff 2	Myeloid diff 2 GFP+ MAC1+ %	LYP phosphatase	others
CCOc1cccc2sc(N(CCN(CC)CC)C(=O)c3cccc([N+](=O)[O-])c3)nc12	2%	2.5%	0%	-1%	-6.1%	-5	750	-2%	i	0.4	0%
COc1ccc(C(=O)Nc2ccc(N3CCN(c4ccc(OC)cc4)CC3)c(C#N)c2)cc1	-4%	-2.2%	12%	-2%	2.6%	18	739	-8%	i	1.1	-6%
CCOc1ccc(-c2csc(NC(=O)C3CCCO3)n2)cc1 (configuration not stated)	6%	-0.6%	-19%	4%	-4.9%	15	735	2%	i	0.6	4%
Cc1ccc(-c2ccc(/C=N/N3C(=O)C4C5C=CC(C6CC56)C4C3=O)o2)c([N+](=O)[O-])c1 (configuration not stated)	1%	0.2%	-10%	-17%	-3.0%	.	.	-2%	i	0.5	1%
COc1ccc(C)c2sc(N3CCCC3)nc12	-1%	-1.3%	5%	-9%	-0.2%	.	.	-5%	i	0.7	-8%
CC1CCN(S(=O)(=O)c2nnc(NC(=O)c3cccc(Cl)c3)s2)CC1	i	6.2%	17µM*	27%	.	1	784	-1%	i	2.9	-6%
O=C(NCCSc1ccc(Br)cc1)c1ccccc1	4%	0.1%	7%	8%	-3.9%	.	.	4%	i	0.1	5%
CCCCCCC(=O)Nc1c(O)c2ccccc2[nH]c1=O	-3%	-0.8%	4%	-19%	-6.3%	.	.	-2%	i	0.5	-8%
CCOC(=O)c1oc2ccccc2c1NC(=O)COc1cccc(OC)c1	1%	1.4%	-2%	20%	-3.6%	.	.	-1%	i	6.5	-1%
CCC(=O)NC(=S)Nc1ccc(NC(=S)NC(=O)c2ccccc2)cc1	-2%	1.1%	41%	15%	-10%	-4	437	-1%	i	0.0	1%
CC12CC(NC(=O)N1c1cccc(C(=O)Nc3ncn[nH]3)c1)c1ccccc1O2 (configuration not stated)	3%	-3.3%	-2%	1%	-5.7%	11	775	-5%	i	0.4	-3%
CCOc1ccc(Nc2ncnc(N)n2)cc1	-2%	-1.6%	2%	4%	-1.8%	-7	699	-2%	i	7.0	-2%
CCOC(=O)c1c(-c2cccc([N+](=O)[O-])c2)csc1NC(=O)C1CC1	-1%	-3.8%	12%	-4%	-5.0%	.	.	-7%	i	7.3	4%
Cc1ccccc1C(=O)Nc1ccc(-c2nnc(SC(C)C(=O)O)n2C)cc1 (configuration not stated)	-4%	-0.2%	-14%	-1%	.	0	664	-13%	i	0.2	-7%
COc1ccc(-c2noc(CCCOc3ccccc3)n2)cc1OC	9%	0.8%	-6%	0%	-2.7%	-8	645	-3%	i	0.7	4%
CCN1CCN(C(=O)C(C)N(c2ccc(C)cc2)S(C)(=O)=O)CC1 (configuration not stated)	-1%	0.1%	8%	4%	0.0%	-1	752	-10%	i	1.0	-12%
CCc1nnc(NC(=O)CSc2nnc(CNc3ccc(C)cc3)n2C)s1	12%	0.8%	-8%	6%	-2.0%	1	726	-5%	i	0.8	-1%
OCCSc1nc(-c2ccccc2)nc2ccc(F)cc12	5%	-1.7%	0%	-1%	-3.6%	-16	684	-3%	i	0.4	-5%
CC1CCCC(NC(=O)CCCn2c(=O)[nH]c3cc(Cl)ccc3c2=O)C1C (configuration not stated)	1%	20%	10%	-9%	-0.7%	8	771	5%	i	1.3	-6%
Cc1nn(C)cc1-c1cc(C(=O)O)c2ccccc2n1	3%	0.4%	-4%	-3%	-3.9%	-5	587	-1%	i	0.1	-5%
CCCc1[nH]n(-c2ccc([N+](=O)[O-])cc2)c(=O)c1C(C)=NCc1ccncc1	17%	0.6%	0%	-6%	.	-9	687	11%	i	0.3	-4%
O=C(NC1=C(Nc2ccc(Cl)cc2)C(=O)c2ccccc2C1=O)c1ccccc1	-5%	-3.0%	24%	-11%	-5.5%	2	737	-2%	i	0.3	-2%
Cc1cc(N/N=C/c2ccccc2[N+](=O)[O-])nc(-n2nc(C)cc2C)n1	-3%	1.7%	.	-9%	.	-3	772	1%	i	0.3	-3%
CCCC(CCC(=O)Nc1ccc(C(=O)OCC)cc1)C(=O)O (configuration not stated)	-1%	2.8%	22%	6%	-0.9%	-8	752	-7%	i	0.3	-13%
CCCCN(C(=O)c1ccc(Cl)c(S(=O)(=O)N2CCOCC2)c1)c1c(N)n(CCC)c(=O)[nH]c1=O	-3%	-1.6%	-14%	-36%	.	3	692	-2%	i	0.4	-6%
CCOc1cccc(OCCOCCOc2ccccc2C(C)=O)c1	-4%	0.9%	11%	1%	-6.5%	1	618	-1%	i	0.4	-8%
Cc1cc(N2CCN(c3cccc(C(F)(F)F)c3)CC2)n2nc(C)nc2n1	5%	0.1%	14%	4%	-1.2%	-1	736	2%	i	1.1	-1%
COC(=O)[C@@H]1CCCN1C(=O)c1ccc(OC2CCN(Cc3ccccn3)CC2)cc1	-2%	0.8%	-12%	-11%	.	0	716	3%	i	0.0	-2%
C=CCN1CCN(c2ccncc2S(=O)(=O)N2CCOCC2)CC1	-2%	0.3%	0%	8%	-2.7%	-2	780	3%	i	0.9	-7%
C=CCc1ccc2oc(C(=O)OCC)cc(=O)c2c1O	1%	-2.9%	5%	13%	.	10	751	4%	i	0.7	-6%
COc1ccc(/C=N/NC(=O)Nc2nonc2N)cc1	-8%	-2.9%	-16%	-1%	2.3%	24	758	-5%	i	0.9	-2%
COc1ccc(C2c3ccsc3CCN2C(=O)C(C)(C)C)cc1 (configuration not stated)	-1%	0.2%	12%	-11%	.	10	715	8%	i	0.6	-2%
COc1cccc(C(c2c(O)nc(SC)n(C)c2=O)c2c(O)nc(SC)n(C)c2=O)c1	-1%	-0.9%	-2%	-1%	-3.3%	.	.	16%	i	0.4	-1%	NS5 inhibitors pilot replicate=-1.2
COc1ccc(N2CC(C)Cn3c2nc2c3c(=O)n(CCN3CCOCC3)c(=O)n2C)cc1 (configuration not stated)	-1%	0.3%	10%	2%	-3.0%	.	.	5%	i	0.4	3%
CCCc1cc(=O)[nH]c(SCC(N)=O)n1	-2%	4.7%	-2%	27%	-6.4%	0	763	4%	i	0.8	13%
O=C(Nc1nc2ccccc2s1)C1=NN(c2ccccc2)C(=O)CC1	-6%	1.7%	-3%	-3%	-0.6%	1	707	-7%	i	0.6	1%
NC(=O)COC(=O)c1c2c(nc3ccccc13)CCCCC2	-1%	0.6%	2%	0%	-6.3%	2	665	-10%	i	0.1	3%
COc1cc(/C=N/Nc2nc3ccccc3s2)ccc1O	-2%	-4.5%	-171%	-3%	.	-15	720	11%	i	0.0	1%
O=C(/C=C/c1ccco1)NCC(=O)N/N=C/c1ccc(Cl)cc1	0%	1.6%	17%	17%	-0.5%	-12	659	.	i	0.1	-3%
O=C(CN1C(=O)c2ccccc2C1=O)Nc1ccccc1	2%	0.7%	11%	6%	.	5	782	11%	i	1.1	-7%
COc1ccc(OC)c(CNC(=O)Cc2c(C(=O)O)[nH]c3ccc(Cl)cc23)c1	-4%	7.0%	-3%	19%	-5.2%	-3	749	-4%	i	0.7	3%
O=C(O)CCCCCN1C(=O)C(O)=C(C(=O)/C=C/c2ccccc2)C1c1ccc2c(c1)OCO2 (configuration not stated)	0%	24%	4%	10%	-0.9%	3	734	.	i	0.2	-1%
O=C(COC(=O)[C@H](Cc1ccccc1)NC(=O)c1cccs1)NC1CC1	8%	0.9%	-7%	5%	-8.3%	-10	560	-1%	i	0.6	-7%
O=C(c1ccc(-c2ccccc2)cc1)N1CCN(c2ccccn2)CC1	3%	-3.2%	.	3%	-4.6%	5	627	-9%	i	0.4	-6%
Cc1ccc(NC(=S)NC2CCSc3ccccc32)cc1C (configuration not stated)	5%	-0.7%	32%	0%	.	-3	707	-8%	i	1.3	1%

Molecules above with fluorine, in the order listed:
SMILES	Siah-1 displacement	HIV fusion peptide	HEK293 NOD2/NF-kB	AID2073	XIAP displacement	Lipid droplet	Lipid droplet cells 6.5 µM	NS5 inhibitors	Myeloid diff 2	Myeloid diff 2 GFP+ MAC1+ %	LYP phosphatase	others
OCCSc1nc(-c2ccccc2)nc2ccc(F)cc12	5%	-1.7%	0%	-1%	-3.6%	-16	684	-3%	i	0.4	-5%
Cc1cc(N2CCN(c3cccc(C(F)(F)F)c3)CC2)n2nc(C)nc2n1	5%	0.1%	14%	4%	-1.2%	-1	736	2%	i	1.1	-1%

Continued:
SMILES	Siah-1 displacement	HIV fusion peptide	HEK293 NOD2/NF-kB	AID2073	XIAP displacement	Lipid droplet	Lipid droplet cells 6.5 µM	NS5 inhibitors	Myeloid diff 2	Myeloid diff 2 GFP+ MAC1+ %	LYP phosphatase	others
CCCCCCc1nc(C(N)=O)c2[nH]c(=O)n(-c3ccc(OCC)cc3)c2n1	5%	-0.6%	21%	17%	.	3	772	-3%	i	2.0	-12%
CCOC(=O)c1c(C)nc2sc3c(=O)n(-c4ccc(C(C)=O)cc4)nnc3c2c1-c1ccc(Cl)cc1	-3%	-1.4%	31%	6%	-30%	.	.	3%	i	0.0	9%
CCCCN(Cc1ccccc1)S(=O)(=O)c1ccc2[nH]c(=O)oc2c1	0%	-3.4%	-4%	-2%	-5.7%	.	.	9%	i	0.7	-4%
CCNc1ccc(C(=O)NN=C2CCCC2)cc1[N+](=O)[O-]	-4%	-5.3%	-14%	4%	-5.9%	-4	697	2%	i	0.6	4%
Cc1ccc(NC(=O)CCC(=O)NNC(=O)C(C)(C)C)c(C)c1	1%	-1.2%	8%	2%	-5.2%	-2	693	-6%	i	0.4	-8%
CC1=C(C(=O)Nc2ccc(C)cc2C)C(c2cccc([N+](=O)[O-])c2)n2nc(C(=O)OC(C)C)nc2N1 (configuration not stated)	-2%	-1.7%	3%	4%	-25%	-10	718	-7%	i	0.3	-8%
CN(C)/C=N/C(=S)Nc1ccc(Cl)cc1	5%	-1.8%	-33%	0%	-4.3%	10	734	-16%	i	0.2	-7%
CCOC(=O)N1CCN(C(=O)CCSc2ccccc2)CC1	3%	4.1%	-17%	0%	-8.8%	.	.	-4%	i	0.6	-11%
Cc1occc1C(=O)NCc1ccco1	11%	8.1%	1%	29%	-4.9%	10	660	1%	i	0.5	-4%
